COUP-TFII inh: NR2F2 transcriptional activity inhibitors, primary screen, cell-based, luciferase reporter, HEK293T, luminescence. HEK293T NGFI-A luciferase reporter. inhibition, % at 8.6 µM. 370,000 compounds, 0.7% hits;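 active means inhibition above a per-plate cutoff, mean inhibition of test wells between control levels plus 3 SD, cut at about 38% in these data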;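 further: cells cotransfected with COUP-TFII expression vector driving the NGFI-A reporter; 0% = median of COUP-TF2 test wells and 100% = reporter-only cells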
Target sequence (P24468 whole entry, looked up): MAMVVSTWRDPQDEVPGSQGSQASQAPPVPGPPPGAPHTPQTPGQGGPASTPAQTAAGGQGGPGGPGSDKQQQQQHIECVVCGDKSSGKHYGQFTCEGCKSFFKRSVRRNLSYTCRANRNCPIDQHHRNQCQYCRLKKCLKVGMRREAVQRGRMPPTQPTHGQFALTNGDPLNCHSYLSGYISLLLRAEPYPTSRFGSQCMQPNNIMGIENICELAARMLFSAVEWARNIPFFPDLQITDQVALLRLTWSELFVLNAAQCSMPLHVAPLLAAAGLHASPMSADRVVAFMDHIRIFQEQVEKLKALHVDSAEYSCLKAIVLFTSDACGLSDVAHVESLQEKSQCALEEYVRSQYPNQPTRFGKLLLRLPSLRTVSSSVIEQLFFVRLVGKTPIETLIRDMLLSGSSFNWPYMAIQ
NR5A2 inv ag: LRH-1 (NR5A2) inverse agonists, primary screen, cell-based, luminescence, HEK293T, StAR-luciferase reporter | Nuclear receptor subfamily 5 group A member 2 (Homo sapiens), O00482 | LRH-1 transfected, 24 h | inhibition, % at 3.6 µM | 360,000 compounds, 0.13% hits | AID 602396, 2012;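 active means inhibition above the mean inhibition of all tested compounds plus 3 SD, cut at about 73% in these data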;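 further: 0% = DMSO wells and 100% = reporter-only cells lacking LRH-1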
CF NFkB inh: inhibitors of PAF-induced NF-kB signaling, primary screen, cell-based, GFP fluorescence, uHTS | KKLEB NF-kB-GFP reporter, GFP fluorescence overnight | inhibition, % at 5 µM | 360,000 compounds, 0.86% hits;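 active means at least 50% inhibition at 5 µM, scaled per plate between neutral and stimulator controls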;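 further: PAF is a Pseudomonas aeruginosa culture filtrate used as stimulus; plate controls were PAF-stimulated DMSO wells for no effect and unstimulated DMSO wells for full effect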
EBV LMP1 NFkB: EBV LMP1-driven NF-kappaB luciferase reporter inhibitors, primary screen, cell-based, luminescence, single point; LMP1-induced NF-kappaB luciferase reporter cells; inhibition, % at 12.5 µM; 350,000 compounds, 0.69% hits; AID 504558, 2011; in the data active means inhibition above about 41%;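 further: 0% = neutral control wells and 100% = reference inhibitor control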
TROY signal inh: inhibitors of TROY-driven NF-kB signaling, primary screen, Q293 LMP1-TROYcd cells, NF-kB luciferase, uHTS; Q293 LMP1-TROYcd NF-kB luciferase reporter, 4 h; inhibition, % at 10 µM; 360,000 compounds, 0.98% hits; AID 1347056, 2019;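 active means compounds whose plate-normalised and pattern-corrected inhibition of the luciferase reporter signal at the single screening dose is 50% or more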
SRC3 inh: SRC3 coactivator transcriptional activity inhibitors, primary screen, cell-based, luminescence; inhibition, % at 3.6 µM; 360,000 compounds, 0.17% hits; Nuclear receptor coactivator 3 (Homo sapiens), Q9Y6Q9; HEK293 GAL4-SRC3 luciferase reporter;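 active means inhibition above a per-campaign cutoff, the mean of all compounds plus 3 SD, cut at about 60% in these data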;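 further: 0% = DMSO-treated cells and 100% = gossypol-treated cells at 36 µM; higher means less SRC3-driven luciferase light from the GAL4 reporter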
KKLEB cytotox: cytotoxicity in KKLEB CF airway cells, primary screen, cytotoxicity control for CF NF-kB inhibitor project, cell-based, uHTS, fluorescence assay plates; 360,000 compounds, 0.36% hits; KKLEB CF airway cells viability, ATPlite luminescence, overnight; stronger effect = lower value; cells stimulated with P. aeruginosa culture filtrate; activity change (cytotoxicity), % at 5 µM;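 active means corrected activity change at or below -50% at 5 µM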
Shn3 inh set2: reduction of Shn3 3'UTR firefly luciferase signal, primary screen, Schnurri-3 inhibitor project, cell-based, Clone20 osteoblasts, set 2; inhibition, % at 12.5 µM; Clone20 osteoblast Shn3 3'UTR firefly luciferase, 24 h; 360,000 compounds, 0.52% hits; AID 588674, 2011;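 active means mean inhibition of at least 75% with every replicate also reaching 75%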;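 further: 0% = median of neutral control wells and 100% = pilot-screen positive control compound; some compounds past the cut are filed as inactive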
NCOA1 inh: SRC1 coactivator transcriptional activity inhibitors, primary screen, cell-based, luminescence | Nuclear receptor coactivator 1 (Homo sapiens), Q15788 | HEK293 GAL4-SRC1 luciferase reporter | inhibition, % at 3.6 µM | 360,000 compounds, 0.12% hits | AID 588354, 2011;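 active means inhibition above the campaign mean plus 3 SD, with each screening campaign given its own cutoff, cut at about 60% in these data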;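 further: 0% = DMSO treated cells and 100% = gossypol at 36 µM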
TWEAK-Fn14 inh: inhibitors of TWEAK-Fn14 signaling, primary screen, luciferase reporter cells, uHTS; TWEAK-stimulated Fn14 reporter cells, luciferase luminescence, 8 h; inhibition, % at 10 µM; 360,000 compounds, 2% hits; in the data active means inhibition above about 50%
TRAIL sens C8: viability loss with TRAIL in NB7+C8 cells, primary screen, TRAIL sensitizer project, cell-based, ATPlite luminescence. inhibition (viability loss, TRAIL sensitization), % at 10 µM. 360,000 compounds, 1% hits;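 active means compounds causing at least 50% loss of cell viability in the single-dose screen, relative to plate controls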
Numbers without * were called inactive; / = not tested or not shown. An excerpt (hit frequency here may not be typical).

SMILES	COUP-TFII inh	NR5A2 inv ag	CF NFkB inh	EBV LMP1 NFkB	TROY signal inh	SRC3 inh	KKLEB cytotox	Shn3 inh set2	NCOA1 inh	TWEAK-Fn14 inh	TRAIL sens C8
COc1ccc(OCCN(C)CC(=O)Nc2c(C)cccc2C)cc1	-6	2	8	-6	-5	11	13	8	-6	7	5
CCN(CC)CCN(C(=O)c1ccc(S(=O)(=O)N2CCCC2)cc1)c1nc2cc(C)cc(C)c2s1	1	18	-5	5	15	-4	-15	2	2	-12	3
Nc1ccc2nc(C(F)(F)F)[nH]c2c1	12	-2	-12	-17	-11	2	-9	-23	11	10	-6
O=C(CSc1nnc(Cc2ccccc2)o1)N1CCOCC1	6	-24	6	-1	-14	2	-9	14	-27	-10	32
COc1cccc(N2CCN(C(=O)c3oc4ccccc4c3NC(=O)Cc3ccc(OC)c(OC)c3)CC2)c1	24	11	-1	7	7	-33	15	18	3	-20	-3
CCc1ccc(NC(=O)C(C)Sc2ccc(S(=O)(=O)N3CCN(C)CC3)cn2)cc1 (stereo not drawn)	17	10	-32	-1	0	23	10	8	-8	10	-5
O=C(CSc1nnc(CNc2ccccc2)o1)N1CCCc2ccccc21	2	-22	-2	-6	15	-27	-12	7	-28	5	4
CCOC(=O)CNC(=O)Cn1cnc2c(cnn2-c2ccc(C)cc2)c1=O	6	1	-2	-2	-19	1	-9	10	-2	9	-9
NC1=NC(=O)/C(=C\c2ccc(O)c([N+](=O)[O-])c2)S1	15	-4	-10	-4	-14	27	18	9	-1	-8	-7
Cc1cc(-c2nnc(SCC(=O)Nc3ccccn3)o2)no1	-1	-11	9	2	2	14	19	-24	-41	13	2
CC(C)Cn1c(CNC(=O)c2ccccc2)nc2ccccc21	-1	3	5	-1	8	-1	-4	-15	-14	-15	8
CCn1cnc2sc(C(=O)Nc3ccc4c(c3)OCO4)c(C)c2c1=O	-20	-82	-13	-11	/	-63	2	-71	-62	57*	1
CCn1c(SCC(=O)Nc2nc3ccc(OC)cc3s2)nc2c1c(=O)n(C)c(=O)n2C	-28	17	-15	18	37	-3	0	72	-5	58*	29
COc1ccccc1Oc1nc([N+](=O)[O-])nn1CC(N)=O	-16	-8	1	-8	-1	6	-1	2	4	10	-27
CCN(CC)CCCNC(=S)N1CCN(c2nc3ccccc3n2CC)CC1	-1	2	-4	-1	5	-2	4	-7	-7	-9	19
C/C(Cl)=C/Cc1c(C)[nH]c2c(ccc3ccccc32)c1=O	9	-15	-1	-26	-16	10	8	-4	-28	5	-5
COc1ccc(-c2csc(NC(=O)c3ccccc3NS(=O)(=O)c3ccc(C)cc3)n2)cc1	17	30	57*	5	70*	16	-52*	42	27	93*	32
CCOc1cccc(Oc2ccc(C(F)(F)F)cn2)c1	5	10	2	-11	-13	22	1	-4	7	-11	-27
COc1ccc(/C=C2\N=C(c3c(-c4ccccc4)noc3C)OC2=O)cc1OC	-3	-1	11	-22	-9	11	2	-15	-4	-17	-12
CN(c1ccccc1)S(=O)(=O)c1cccc(NC(=O)C2CC(=O)N(Cc3ccccc3)C2)c1 (stereo not drawn)	15	1	-4	27	7	12	5	4	0	-4	10
Cc1ccc(C)c(N/C=C(\C#N)c2nc3ccccc3o2)c1	2	-14	-5	-11	-48	-2	0	-6	1	-60	2
CCOC(=O)c1[nH]cc(-c2ccccc2)c1N1CCOCC1	18	-5	18	6	-12	12	-8	-1	1	8	-4
CCCCCCc1c(O)c2ccccc2[nH]c1=O	9	-14	6	-3	-12	-4	2	-18	-4	10	-16
COc1ccc(NC(=O)CCC(=O)NCc2ccco2)c([N+](=O)[O-])c1	8	-23	14	3	21	-14	-14	-9	-18	11	-7
O=C1CN(S(=O)(=O)c2cc(C(=O)O)ccc2Cl)c2ccccc2N1	-9	0	-25	-4	0	-4	1	0	-7	22	-9
SMILES	COUP-TFII inh	NR5A2 inv ag	CF NFkB inh	EBV LMP1 NFkB	TROY signal inh	SRC3 inh	KKLEB cytotox	Shn3 inh set2	NCOA1 inh	TWEAK-Fn14 inh	TRAIL sens C8
CC(C)C1CC2=C(C(=O)OC(C)(C)O2)C(c2ccc(Cl)cc2)O1 (stereo not drawn)	14	15	6	/	6	16	-14	-4	11	3	-1
COc1ccc(CC(=O)NNC(=O)CSc2nnc(Cc3ccc(OC)cc3)n2-c2ccccc2)cc1	-4	18	-1	-6	-3	0	6	19	12	-10	-8
c1ccc(N2CCN(c3nc4ccccc4[nH]3)CC2)nc1	-15	-13	2	-4	-19	-1	6	9	-19	-3	26
COc1ccc(NC(=O)CN(C)C(=O)c2cccc(S(=O)(=O)Nc3ccc(F)cc3)c2)cc1	7	12	1	-1	-4	-8	4	7	-30	7	0
CC1(C)CNC(=O)CC(C)(C)N1O	9	-15	-2	-2	-13	15	-2	4	-9	-6	-12
Cc1cc(C)cc(NC(=O)CSc2nc(CSc3ccc(Cl)cc3)cc(=O)[nH]2)c1	-9	10	-20	-2	7	11	8	-5	13	-4	3
CC(C)c1nc(Cl)c(C#N)c2c1COC(C)(C)C2	-1	4	24	9	4	-13	-10	20	1	-6	-2
COc1ccc(-c2cc(C(=O)Nc3cccc(C(C)=O)c3)no2)cc1	-17	14	8	-5	-18	-23	2	-57	-17	-48	1
COc1cccc(NC(=O)CN(C)C(=O)CCc2nc3sc4c(c3c(=O)[nH]2)CCCC4)c1	-27	-23	13	-9	12	-13	-12	-4	-17	4	-7
Cc1ccc2c(c1)CCCN2S(=O)(=O)c1cccc(C(=O)Nc2ccccc2C(=O)O)c1	0	1	11	17	55*	1	-10	10	1	10	6
O=C(COC(=O)c1ccc(NC(=O)C2CC=CCC2C(=O)O)cc1)c1ccccc1 (stereo not drawn)	-5	-4	1	-1	-55	-13	4	-26	-3	-12	-20
C#CCNC(=O)C1=C[C@H](C)C[C@H](OCc2ccc(CO)cc2)O1	-28	-12	13	-7	-23	-23	10	-23	-6	-1	6
COc1ccccc1NS(=O)(=O)c1cc(C(=O)NCc2ccncc2)ccc1C	-2	11	7	-3	1	13	-8	14	-29	1	-4
CCSc1nnc(NC(=O)CC)s1	-9	-5	0	3	-2	6	-5	-6	-3	-12	1
O=S(=O)(c1ccc(Cl)cc1)N1c2ccccc2Oc2nc3ccccc3nc21	-3	-15	2	8	12	16	-4	/	-14	22	24
CC(=O)c1cccc(S(=O)(=O)NC2CCSc3ccccc32)c1 (stereo not drawn)	-3	17	-9	-7	0	-10	2	0	-16	15	8
COc1ccc(N2C(=O)C3CCCN3C2c2cccc(C)c2)cc1Cl (stereo not drawn)	2	-8	-6	6	-2	9	3	-20	2	-1	9
O=C(COc1ccc(Cl)cc1)NNC(=O)c1ccc2c(=O)n3c(nc2c1)CCC3	-12	-11	-11	-3	-4	-3	0	-12	-5	6	5
CCOc1ccc(NC(=O)CSc2nncc(=O)n2N)cc1	0	46	16	-4	20	9	-10	-16	10	-2	7
COc1ccccc1N(C)S(=O)(=O)c1ccc(C(=O)Nc2ccc(C(N)=O)cc2)cc1	21	-21	-16	8	4	14	-2	15	2	7	-2
Cc1cc(Nc2ccccc2)n(C(=O)c2ccc(Cl)cc2)n1	-13	29	-22	0	-88	-2	6	-4	-25	-42	-3
Cc1ccc(C(=O)NCC(C)(C)N2CCOCC2)s1	-22	-5	-3	3	-17	-6	1	-6	3	3	8
Cc1cc(S(=O)(=O)Nc2ccc(C(=O)N3CCN(C(=O)c4ccco4)CC3)cc2)ccc1F	17	-12	-16	9	11	6	3	8	1	-6	9
Cc1ccc(CSc2nnc(SCC(=O)N/N=C/c3c[nH]c4ccccc34)s2)cc1	16	-6	25	10	1	-24	-34	29	-24	-4	26
CCOc1ccc(CCNC(=O)CCc2c(C)nc3ncnn3c2C)cc1OCC	-9	0	-4	0	-2	-14	10	1	-5	12	-16
O=C(NCCC1CC1(Cl)Cl)c1ccc([N+](=O)[O-])cc1 (stereo not drawn)	-11	-26	10	-2	-13	-27	8	-22	-6	-27	6
